RPL19A-GFP yeast = modulators of TOR pathway RPL19A-GFP in S. cerevisiae; S. cerevisiae RPL19A-GFP strain, flow cytometry, 3 h; active compounds read low; percent response vs DMSO, % at 10 µM; 330,000 compounds, 0.3% hits;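 active = percent response vs DMSO below 50%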;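 note: median channel GFP fluorescence of the barcoded RPL19A-GFP strain; ratio of sample median GFP to plate DMSO average so 100% = DMSO; lower means less RPL19A-GFP as with rapamycin TOR inhibition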
GRK2 aptamer HTS = inhibitors of human GRK2 displacing RNA aptamer; AID 488847; 330,000 compounds, 0.59% hits; inhibition of aptamer binding, % at 10 µM; bead flow cytometry, FAM-aptamer displacement from GRK2;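 active = inhibition of aptamer binding above 40%, roughly 3 SD of noise, on plates passing a quality check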;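 note: median bead fluorescence of bound FAM aptamer so fluorescent compounds give negative values; no value below 0 was filed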
Target sequence (P25098 whole entry, looked up): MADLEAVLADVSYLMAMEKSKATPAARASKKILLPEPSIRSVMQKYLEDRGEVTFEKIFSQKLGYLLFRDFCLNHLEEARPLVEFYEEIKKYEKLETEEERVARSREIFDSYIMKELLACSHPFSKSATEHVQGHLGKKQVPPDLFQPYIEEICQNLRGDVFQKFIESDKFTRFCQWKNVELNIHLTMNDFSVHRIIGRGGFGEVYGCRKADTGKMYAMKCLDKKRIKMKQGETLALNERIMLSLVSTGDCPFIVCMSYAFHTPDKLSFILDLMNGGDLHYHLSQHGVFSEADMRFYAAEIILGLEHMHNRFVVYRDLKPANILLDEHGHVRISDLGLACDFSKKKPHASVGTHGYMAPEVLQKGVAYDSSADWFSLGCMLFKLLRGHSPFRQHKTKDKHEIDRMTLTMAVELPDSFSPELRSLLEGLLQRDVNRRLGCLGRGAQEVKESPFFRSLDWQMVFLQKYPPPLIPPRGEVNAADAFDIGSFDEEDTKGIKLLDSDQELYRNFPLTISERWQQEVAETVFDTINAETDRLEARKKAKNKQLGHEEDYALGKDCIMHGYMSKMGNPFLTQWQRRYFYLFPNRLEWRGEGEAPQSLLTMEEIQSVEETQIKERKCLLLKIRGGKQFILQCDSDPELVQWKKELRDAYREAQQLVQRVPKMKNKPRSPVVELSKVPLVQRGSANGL
AGP1 TOR yeast = alters AGP1-GFP fluorescence in TOR pathway yeast screen. S. cerevisiae AGP1-GFP multiplex flow cytometry, 3 h; GFP as percent of DMSO wells. 320,000 compounds, 0.02% hits. GFP response vs DMSO, % at 10 µM;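 active = GFP response relative to DMSO above a set limit, near screen average plus 3 SD, cut at about 150% in these data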;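 note: median GFP channel fluorescence of the gated AGP1 strain per well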
GASC-1 inh = blocks human GASC-1 demethylase activity | Q9H3R0 | GST-JMJD2C(1-420) H3K9me3 demethylation, DELFIA europium | inhibition, % at 2.35 µM | 330,000 compounds, 0.069% hits | AID 2099;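 active = more than half of a compound's replicate wells show inhibition beyond 50%, single wells judged on their own value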;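 note: signal counts dimethyl H3K9 product captured on neutravidin plate; 0% = median of DMSO wells and 100% = 0.3 times that DMSO median; strong numbers were not always called active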
Target sequence (Q9H3R0 1-420 limits assumed): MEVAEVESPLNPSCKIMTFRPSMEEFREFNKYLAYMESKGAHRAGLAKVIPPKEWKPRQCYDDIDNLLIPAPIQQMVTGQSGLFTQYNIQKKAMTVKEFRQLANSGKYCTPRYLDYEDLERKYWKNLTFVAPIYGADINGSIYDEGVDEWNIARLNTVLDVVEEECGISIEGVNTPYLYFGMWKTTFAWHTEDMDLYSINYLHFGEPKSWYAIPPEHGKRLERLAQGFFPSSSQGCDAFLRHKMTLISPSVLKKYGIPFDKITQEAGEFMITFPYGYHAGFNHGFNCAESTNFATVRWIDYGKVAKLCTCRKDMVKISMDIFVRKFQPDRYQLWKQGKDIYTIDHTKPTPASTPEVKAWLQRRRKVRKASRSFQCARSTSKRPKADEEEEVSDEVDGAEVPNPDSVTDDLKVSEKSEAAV
VLA-4 inh = inhibition in a human VLA-4 binding assay. P13612. VLA-4 expressing cells, ligand binding flow cytometry. inhibition, % (about 7 µM as worked out from the volumes in the protocol). 330,000 compounds, 0.2% hits. AID 2557; in the data active = inhibition above about 50%
LAP4 TOR yeast = modulators of TOR pathway LAP4-GFP in S. cerevisiae; S. cerevisiae LAP4-GFP multiplex, flow cytometry GFP, 3 h; median GFP as percent of DMSO wells; GFP response vs DMSO, % at 10 µM; 320,000 compounds, 0.34% hits; AID 2023;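 active = GFP response vs DMSO above a set limit, about the screen mean plus 3 SD, cut at about 150% in these data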
CIT2 TOR yeast = modulators of TOR pathway CIT2-GFP in S. cerevisiae. S. cerevisiae CIT2-GFP strain, flow cytometry, 3 h; 100 means same as DMSO wells. GFP response vs DMSO, % at 10 µM. 320,000 compounds, 0.065% hits. AID 2029;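 active = GFP response relative to DMSO above a set limit, near the screen mean plus 3 SD, cut at about 150% in these data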;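 note: ratio of well median GFP fluorescence to mean of DMSO wells on the plate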
MEP2 TOR yeast = yeast TOR pathway MEP2-GFP modulation | S. cerevisiae MEP2-GFP strain, flow cytometry GFP, 3 h; 100% = DMSO control level | GFP response vs DMSO, % at 10 µM | 330,000 compounds, 0.51% hits;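 active = GFP response versus DMSO above a set limit, roughly screen mean plus 3 SD, cut at about 180% in these data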;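 note: median GFP fluorescence of the barcode-gated MEP2-GFP cells per well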
Starred values were filed as active, the others as inactive; x = not tested or not shown; & = joins results of further samples. Rows were taken by chance; any-hit rate near 1.7%.

SMILES	RPL19A-GFP yeast	GRK2 aptamer HTS	AGP1 TOR yeast	GASC-1 inh	VLA-4 inh	LAP4 TOR yeast	CIT2 TOR yeast	MEP2 TOR yeast
COc1cc(C(=O)Oc2ccc3c(c2)OCC3=O)cc(OC)c1OC	91	1	95	4	8	x	76	98
COC(=O)c1sc(N)c(C(=O)OC)c1COC(=O)CNS(=O)(=O)c1ccc(C)cc1	107	6	104	-6	13	95	98	101
CNC(=S)NNC(=O)c1cccc(C(F)(F)F)c1	110	8	119	-7	1	110	105	110
COCC(=O)OCn1nnc2ccccc2c1=O	106	1	106	-27	-31	97	103	100
N#Cc1ccc(OCC(=O)N2CCN(c3ccc(C(F)(F)F)cn3)CC2)cc1	97	0	97	4	1	105	95	108
Cc1ccc(CSCC(=O)Nc2ccc(F)cc2)cc1	103	0	97	0	7	106	87	93
O=C(CCN1CCCCC1=O)NC1CCCc2c1cnn2-c1ccccc1F (stereo not drawn)	93	5	97	2	-6	96	100	95
O=C(C1CCC(CNS(=O)(=O)c2cccc3cccnc23)CC1)N1CCc2ccccc21 (stereo not drawn)	99	2	103	4	53*	102	94	99
Nc1nc(SC2c3cccc4cccc(c34)C2NS(=O)(=O)c2ccccc2)n[nH]1 (stereo not drawn)	103	0	99	1	2	97	104	106
CC(C)NC(=O)COC(=O)c1cc(F)c(F)cc1Cl	92	2	88	12	13	x	87	88
COc1ccc(/C=C/C(=O)N(C)C2CCS(=O)(=O)C2)cc1OC (stereo not drawn)	100	3	95	20	6	86	98	100
O=C(O)CCC(=O)N1CCN(c2nc(-c3ccccc3)c3cc(Br)ccc3n2)CC1	101	12	68	0	4	97	73	105
O=C(COC(=O)c1cc([N+](=O)[O-])ccc1N1CCOCC1)Nc1ccc(Cl)cn1	102	0	103	6	0	98	101	99
Cc1ccc(-n2nnc3c(=O)n(CC(=O)N4CCCC4)cnc32)cc1	99	0	98	-4	4	101	101	110
O=C(c1ccccc1)N1N=C(c2ccc(F)cc2)CC1(O)C(F)(F)F (stereo not drawn)	99	1	91	6	0	97	89	99
CC(C)CCn1c(=O)c2ccccc2n2c(CCC(=O)NCC3CCCO3)nnc12 (stereo not drawn)	99	0	105	-3	-3	103	103	107
CN1C(=O)S/C(=C\c2ccc(-n3cncn3)cc2)C1=O	93	1	92	9	-1	95	90	89
CCN(CC)c1ccc(N)cc1	87	0	86	9	-177	95	75	90
COC(=O)c1cc(NC(=O)C2CC2)cc(C(=O)OC)c1	99	0	98	3	-1	108	109	104
O=C(Nc1cccc(C(F)(F)F)c1)NC1CCCCC1	103	1	106	-6	-13	104	105	117
CCOc1cc(C2C(C#N)=C(N)Oc3cc(N)ccc32)ccc1O (stereo not drawn)	107	0	106	-4	-16	102	102	112
Clc1ccc(-c2cn3c(n2)SCC3)cc1	103	0	108	2	3	120	108	102
COc1cccc(NC(=O)CSc2cccc[n+]2[O-])c1	102	7	102	0	-4	117	108	102
CC(O)CNCCOc1cccc(Oc2ccccc2)c1 (stereo not drawn)	94	0	101	8	-12	100	97	101
CC(=O)Nc1ccc(S(=O)(=O)N(Cc2cccnc2)Cc2cc3ccccc3[nH]c2=O)cc1	102	1	93	-27	-6	88	107	123
CN1CCN(NC(=O)c2cccc3ccccc23)CC1	111	0	111	26	6	100	111	110
CC(C)[C@H](NC(=O)c1ccc(Cl)c([N+](=O)[O-])c1)C(=O)NCc1ccc(Cl)cc1Cl	104	0	100	14	-12	95	103	100
CCC(C)NC(=O)CSc1nnc(-c2ccc(C(C)(C)C)cc2)n1C (stereo not drawn)	95	0	100	10	7	88	102	99
Cc1ccc(S(=O)(=O)N(C)C)cc1NC(=S)NC(C)CCCC(C)C (stereo not drawn)	104	3	98	-2	-5	82	101	89
COc1cc([N+](=O)[O-])ccc1NC(=O)CCCOc1cccc(C)c1	93	0	95	-36	-1	107	86	112
O=C(NC1CCS(=O)(=O)C1)c1ccc(N2CCCCC2)c([N+](=O)[O-])c1 (stereo not drawn)	102	1	92	-12	4	78	89	92
CCc1ccc(NC(=O)Cn2c3[n+](c4c(F)c(F)ccc42)CCCCC3)cc1	98	0	94	12	14	101	91	111
CCCCc1nc2sc3c(=O)n(N)cnc3c2c2c1CCC2	103	0	100	-6	18	95	103	103
C=CCNC(=O)c1ccc2c3n(nc2c1)-c1ccc(C)cc1CO3	98	1	76	-1	1	120	65	84
O=C(CSc1nnc(SCC(=O)c2ccco2)s1)c1ccco1	96	4	100	0	-4	95	94	95
O=C(O)CC(NCc1ccco1)C(=O)OCC1CCCO1 (stereo not drawn)	103	0	88	-9	-2	88	93	101
COc1ccc(CN2CCC(C(=O)Nc3ccc(Oc4cccnc4)cc3)CC2)c(C)c1C	104	0	110	8	1	108	101	99
Cc1ccc(S(=O)(=O)Nc2ccc(-c3nc4ccc(C)cc4s3)cc2)cc1	109	12	105	-26	-9	103	107	132
Cc1cc(C)c(S(=O)(=O)NCC(=O)NCc2cc(=O)n(C)c(=O)n2C)c(C)c1	96	0	98	0	26	94	101	102
COc1ccc(NC(=S)N(CCCN2CCCCC2)Cc2cccs2)cc1	100	0	100	2	0	100	108	108
O=C(C1=NN(c2ccccc2)C2C(=O)N(c3ccccc3)C(=O)C12)c1ccccc1 (stereo not drawn)	102	6	95	0	11	102	94	105
CCOc1ccc(C(=O)Nc2cccc3ncccc23)cc1Br	101	0	100	-2	4	97	101	101
Cc1ccc(C(=O)NCc2ccc(N3CCN(C)CC3)cc2)cc1C	103	1	97	-8	-4	102	103	107
CCN1CCN(CC(=O)Nc2ccccc2)C(=O)C1=O	101	0	107	-5	-7	98	100	96
O=C(CN(Cc1ccco1)C(=O)CCC(=O)Nc1ccccn1)NCCc1ccccc1	92	0	95	-11	11	93	96	102
O=C(O)C1CCC(CNS(=O)(=O)c2ccccc2)CC1 (stereo not drawn)	102	0	94	9	1	86	100	111
C=CCc1cc(C)ccc1OCC(O)CN1CCN(c2ccccc2)CC1 (stereo not drawn)	100	0	93	6	2	98	95	99
COC(=O)c1nn(-c2ccc(C)cc2)ccc1=O	100	0	100	3	18	94	98	108
CCC1CCC(N2CCN(c3ccc(F)cc3)CC2)CC1 (stereo not drawn)	100	0	95	1	-14	96	102	106
Fc1ccc(NC(=S)Nc2cccnc2)c(F)c1F	102	1	106	-2	2	109	97	98
More entries.
SMILES	RPL19A-GFP yeast	GRK2 aptamer HTS	AGP1 TOR yeast	GASC-1 inh	VLA-4 inh	LAP4 TOR yeast	CIT2 TOR yeast	MEP2 TOR yeast
Cc1cccc(C(=O)OC2CCOC2=O)c1C (stereo not drawn)	102	0	98	14	3	95	110	106
CCn1c(-c2cc(Br)cc(OC)c2O)nc2cc(S(=O)(=O)N(C)C)ccc21	93	0	94	-9&-1	9	96	87	90
CC(C)(C)NCCOc1ccc2ccccc2c1	96	0	102	-12	-4	110	94	96
CN(C)S(=O)(=O)Nc1ccccn1	103	2	101	10	-5	97	96	100
C/C(=N\NC(=S)NC(C)C)c1ccc(Cl)s1	98	0	91	2	6	99	102	99
O=C1NC(=O)C(c2ccccc2[N+](=O)[O-])=C1Nc1ccc(O)c(Cl)c1	110	5	108	2	-2	119	116	101
Clc1ccc(NCc2cccnc2)c(Cl)c1	97	2	88	18	1	94	90	94
COc1ccc(-c2nc(NC(=O)C3CCN(c4nc5ccccc5o4)CC3)sc2C)cc1	100	8	105	-14&-3	28	98	103	102
COC(=O)Cc1ccc2sc(-c3ccccc3)nc2c1	99	0	90	1	9	97	103	113
CCOC(=O)CNC(=O)c1cc(-c2ccccn2)nc2c(C)c(Cl)ccc12	98	2	95	7	-5	107	88	98
COc1cccc(OC)c1C(=O)NC(=S)N1CCCCC1c1cccnc1 (stereo not drawn)	99	0	100	1	-6	105	95	104
OCCC1CN(Cc2nc3ccccc3s2)CCN1CCc1ccccc1 (stereo not drawn)	106	0	109	-3	3	116	110	105
COC(=O)c1cn(CCOc2ccccc2F)c2ccccc12	106	0	105	-1	8	106	103	114
CC(=O)N1CCN(S(=O)(=O)c2c(F)cc(F)c(Cl)c2F)CC1	93	1	96	-2	3	93	92	96
O=C1OC(/C=C/c2ccccc2)=NC/1=C/c1ccco1	97	0	90	-4	5	101	98	96
COc1ccc(-c2nn(-c3ccccc3)cc2CNC(=O)c2cccc([N+](=O)[O-])c2)cc1	101	3	101	6	-6	98	97	102
O=C(NCCCn1ccnc1)c1cc(-c2ccc(Br)cc2)on1	96	0	101	-5	-1	108	95	97
CCOC(=O)C1=C(Cn2cnc3ccccc32)NC(=O)NC1c1ccc(OC)cc1 (stereo not drawn)	104	4	x	-7	1	104	108	107
CCCCCCCN1C(Nc2ccccc2)=NC[C@@H]1C	97	1	99	1	-16	93	89	98
CCCOc1ccc(CNC(=O)CCC(=O)n2ncc3cc(C)ccc32)cc1	93	0	88	3	-4	93	79	95
CC1(C)CC(=O)c2sc(NC(=O)Cc3cccs3)nc2C1	99	1	98	-6	-2	97	93	105
COc1cccc(CNC(=O)CCC(=O)N2CC(C)Oc3ccccc32)c1OC (stereo not drawn)	99	0	113	4	-2	130	113	97
Cc1cc2occ(CC(=O)N(CCC(C)C)c3c(N)n(Cc4ccccc4)c(=O)[nH]c3=O)c2cc1C	100	5	90	-7	14	94	91	106
COC(=O)c1ccccc1NC(=O)c1cccc(COc2ccccc2Cl)c1	98	0	97	-13	11	106	91	105
Cn1c(NCCN2CCOCC2)nc2c1c(=O)n(Cc1cccc(Cl)c1)c(=O)n2C	94	6	95	0	5	93	95	94
Cc1ccc(S(=O)(=O)N2CCOCC2)cc1NC(=O)COC(=O)CNC(=O)c1ccc(Cl)cc1Cl	108	0	91	12	17	90	89	99
CCc1nnc(NC(=O)c2ccc(Cl)c(S(=O)(=O)N3CCc4ccccc4C3)c2)s1	100	0	102	2	26	100	105	103
Cc1ccc(SC(C)C(=O)Nc2ccc(S(=O)(=O)N3CCOCC3)cc2)cc1 (stereo not drawn)	108	0	111	2	13	103	100	106
O=C(NCc1ccc2c(c1)OCO2)c1ccc2c(c1)C(=O)N(CC1CCCO1)C2=O (stereo not drawn)	102	2	101	3	2	93	102	103
O=C(c1cc2ccccc2cc1O)N1CCN(c2ccc([N+](=O)[O-])cc2)CC1	98	1	105	4	-6	100	101	99

Five entries from above, set out differently:
| SMILES | RPL19A-GFP yeast | GRK2 aptamer HTS | AGP1 TOR yeast | GASC-1 inh | VLA-4 inh | LAP4 TOR yeast | CIT2 TOR yeast | MEP2 TOR yeast |
| --- | --- | --- | --- | --- | --- | --- | --- | --- |
| COCC(=O)OCn1nnc2ccccc2c1=O | 106 | 1 | 106 | -27 | -31 | 97 | 103 | 100 |
| N#Cc1ccc(OCC(=O)N2CCN(c3ccc(C(F)(F)F)cn3)CC2)cc1 | 97 | 0 | 97 | 4 | 1 | 105 | 95 | 108 |
| Cc1ccc(CSCC(=O)Nc2ccc(F)cc2)cc1 | 103 | 0 | 97 | 0 | 7 | 106 | 87 | 93 |
| O=C(CCN1CCCCC1=O)NC1CCCc2c1cnn2-c1ccccc1F (stereo not drawn) | 93 | 5 | 97 | 2 | -6 | 96 | 100 | 95 |
| O=C(C1CCC(CNS(=O)(=O)c2cccc3cccnc23)CC1)N1CCc2ccccc21 (stereo not drawn) | 99 | 2 | 103 | 4 | 53* | 102 | 94 | 99 |

The results go on:
SMILES	RPL19A-GFP yeast	GRK2 aptamer HTS	AGP1 TOR yeast	GASC-1 inh	VLA-4 inh	LAP4 TOR yeast	CIT2 TOR yeast	MEP2 TOR yeast
O=[N+]([O-])c1ccc2nnn(O)c2c1	97	2	94	-2	19	100	96	101
COc1ccc(C(=O)NCCCCNC(=O)c2ccc(OC)c(OC)c2)cc1OC	93	0	98	8	20	97	101	105
CCN(CC)c1ccc(NC(=O)c2ccc(NC(=O)C3CCCO3)cc2)c(C)c1 (stereo not drawn)	102	0	94	8	-5	102	110	107
Cc1ccccc1OCCC(=O)OCC(=O)Nc1ccc2[nH]c(=O)[nH]c2c1	93	4	106	8	10	100	98	92

Screens from PubChem.
